M. tuberculosis HTS: M. tuberculosis growth inhibition, HTS (AID 449762). M. tuberculosis H37Rv growth inhibition, 7H9 media; higher % means a stronger effect. one-dose inhibition, % at 25 µM; IC50 in µM for titrated hits. 330,000 tested, 0.59% active; in the data active means a potency from the dose series; inconclusive means inhibition above about 70% without an active follow-up result;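 further: bacterial growth assessed after seven days of incubation; strong numbers were not always called active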
tuberculosis growth: growth inhibition of non-replicating M. tuberculosis (AID 488890); one-dose inhibition, % at 25 µM; IC50 in µM for titrated hits; Mycobacterium tuberculosis non-replicating, growth inhibition; higher % means a stronger effect; 320,000 tested, 0.39% active; in the data active means a potency from the dose series; inconclusive means inhibition mostly from about 82% at the one dose, without a potency; inactive means the rest, 99 in 100 with inhibition below about 76%;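 further: plate controls were DMSO cells for no effect and high antibiotic wells for full effect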
influenza NS1A: H1N1 influenza NS1A inhibitors, functional cell based assay (AID 504329). 340,000 tested, 0.3% active. NS1A functional cell-based assay, percent inhibition; higher % means a stronger effect. one-dose inhibition, % at 12.5 µM; IC50 in µM for titrated hits; in the data active means a potency from the dose series; inconclusive means inhibition above about 27% without an active follow-up result; further: strong numbers were not always called active
PhoP GFP inhibition: Inhibition of PhoP regulon, Salmonella typhi GFP reporter cells, confirmation, 4 h (AID 1850) | 310,000 tested, 0.33% active | Salmonella Typhi PhoP-promoter GFP reporter, fluorescence, 4 h; higher % means a stronger effect | one-dose inhibition, % at 50 µM; IC50 in µM for titrated hits; in the data active means a potency from the dose series; inconclusive means inhibition mostly from about 25% at the one dose, without a potency; inactive means the rest, 99 in 100 with inhibition below about 19%;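 further: 0% = induced wells with vehicle and 100% = uninduced wells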
VEEV TC-83 Vero: inhibitors of VEEV TC-83 cytopathic effect, confirmation, Vero cells (AID 588727); inhibition, % at 20 µM; hits with a dose series show IC50 in µM; 350,000 tested, 0.13% active; Vero cells, VEEV TC-83 cytopathic effect inhibition; higher % means a stronger effect; in the data active means a potency from the dose series; inconclusive means inhibition mostly from about 14% at the one dose, without a potency; inactive means the rest, 99 in 100 with inhibition below about 12%; further: strong numbers were not always called active
VEEV TC-83 Vero 10K pilot screen: also measured in VEEV TC-83 Vero; calls as there; inhibition, %; measured here: 10K pilot screen inhibition
Numbers without * were called inactive; i = inactive; u = inconclusive; x = no result given; & = joins results of further samples.

SMILES	M. tuberculosis HTS	tuberculosis growth	influenza NS1A	PhoP GFP inhibition	VEEV TC-83 Vero	others
O=C(NCc1ccc2c(c1)OCO2)c1ccc2c(c1)C(=O)N(CC1CCCO1)C2=O (centres undefined)	-8%	5%	-1%	0%	0.6%
CCn1c2ccccc2c2cc(NC(=O)C3CCN(S(=O)(=O)c4cccs4)CC3)ccc21	2%	-3%	8%	-4%	2.0%
Cc1ccc(S(=O)(=O)NCCC(=O)OCn2nnc3ccccc3c2=O)cc1	1%	0%	10%	1%	0.3%
CCN(CC)c1nc(-c2ccc(Cl)cc2)cc(C(F)(F)F)c1C#N	-4%	-6%	-17%	14%	0.2%
COc1ccc(C(=O)N2CCN(c3ccccc3)CC2)cc1S(=O)(=O)N1CCCC1	-8%	0%	13%	-1%	8.1%
O=c1cc(CO)oc(CN2CCN(c3ccccc3)CC2)c1O	-11%	-4%	10%	-2%	0.2%
O=C(Nc1ccc(F)c(Cl)c1)C1CCCC1	-6%	49%	x	1%	0.2%
Cc1ccc(Nc2nc(=O)c3cccnc3s2)cc1	6%	1%	0%	-6%	i
Cc1ccc(C2C(C#N)=C(N)Oc3n[nH]c(-c4cccs4)c32)s1 (centres undefined)	-8%	14%	7%	7%	6.5%
COc1ccc(C)cc1NC(=O)C1CCC(CNc2c(N3CCOCC3)c(=O)c2=O)CC1 (centres undefined)	-2%	-16%	6%	-14%	8.6%
Nc1nc(N)c2c(n1)CCCC2	-5%	-9%	-7%	11%	2.4%
N/C(=N\OC(=O)Nc1ccccc1)c1cccc(C(F)(F)F)c1	42%	3%	1%	-3%	1.5%
COc1ccc(/C=C(/C(=O)c2cccs2)N2C=CC=CC2=C(C#N)C#N)cc1	x	x	-4%	x	36%
COc1ccc(C(C(=O)NC2CCCC2)N(C(=O)c2snc(-c3ccc(F)cc3)c2N)c2cccc(F)c2)cc1 (centres undefined)	8%	-6%	-4%	-7%	i	VEEV TC-83 Vero 10K pilot screen=1.1
CSc1ccc(CN(C)C(=O)CNC(=O)c2ccc3c(c2)OCO3)cc1	-10%	5%	11%	1%	0.3%
COc1cccc(Nc2c(Nc3cccc(OC)c3)c(=O)c2=O)c1	-1%	-19%	-6%	2%	0.6%
Cc1cc(C)cc(NC(=S)N2CCC(NC(=O)c3ccc(F)cc3)CC2)c1	6%	-24%	6%	-21%	1.1%
COc1cc2c(c(OC)c1OC)-c1ccc(O)c(=O)cc1[C@@H](NC(C)=O)CC2	3%	7%	10%	x	0.5%	VEEV TC-83 Vero 10K pilot screen=0.0
CCOC(=O)CC(=O)NC(CC(=O)OC)c1ccc(C(C)C)cc1 (centres undefined)	10%	11%	-10%	-17%	0.1%
O=Nc1c(O)n(Cc2ccc(Cl)cc2)c2ccccc12	-9%	22%	-3%	-13%	4.9%
COC(=O)c1ccccc1N=Nc1c(N)n[nH]c1N	-8%	-7%	-9%	5%	12%
CCNc1nc(NCc2ccccc2)nc(SCC(N)=O)n1	2%	2%	-3%	7%	2.7%
CN(C)C(=O)N1CCN(c2nc(-c3ccccc3)cs2)CC1	5%	-8%	-13%	12%	1.2%
O=C(Nc1cccc(-c2cn3cccnc3n2)c1)c1cccs1	2%	-3%	3%	0%	i
CCN1CCN(C(c2cccs2)C(C)NC(=S)Nc2cccc(C)c2C)CC1 (centres undefined)	-6%	18%	-2%	1%	i
Cc1ccc(-c2nc(CN(Cc3c(C)nn(C)c3C)C(C)C)c(C)o2)o1	-7%	-6%	-3%	-4%	i
CC(Oc1ccc(Br)cc1)C(=O)Nc1ccc(S(=O)(=O)Nc2nccs2)cc1 (centres undefined)	-7%	54%	-12%	7%	6.0%
CC(=O)c1c(N2CCN(C)CC2)[nH]c(-c2ccccc2)nc1=S	u	44%	21%	-5%	7.3%
O=C(c1cccc(C(F)(F)F)c1)C1CCCN(Cc2ccc(OCCO)cc2)C1 (centres undefined)	2%	-4%	-3%	7%	1.0%	VEEV TC-83 Vero 10K pilot screen=0.5
CCOc1ccc(C(=O)N2CCC(C(=O)c3ccc4c(c3)OCCO4)CC2)cc1	12%	2%	-19%	-4%	i
CCCCCCNS(=O)(=O)c1ccc(OC)c(OC)c1	-14%	6%	-10%	-4%	i
COc1ccc(CNC(=O)CC2C[C@H](C(=O)N3CCOCC3)[C@@]3(CCC4CCCC4)c4[nH]c5ccccc5c4CCN3C2=O)cc1OC (some centres undefined)	7%	73%	-5%	x	i
CC1C(=O)N2CCCc3cc(S(=O)(=O)N(C)c4ccccc4)cc1c32 (centres undefined)	-7%	10%	6%	-13%	0.1%
O=C(Nc1nnc(-c2ccccn2)o1)c1ccc(Br)cc1	u	u	-4%	-2%	0.7%
O=C(NCC1CCCO1)c1ccc(CS(=O)(=O)c2c(Cl)cccc2Cl)o1 (centres undefined)	-5%	-1%	4%	-3%	0.2%
Cc1cc(=O)[nH]c(N2CCN(C(=O)c3ccco3)CC2)n1	-6%	-3%	-19%	0%	3.3%

Looked up by structure from the list above, 2 records:
SMILES	M. tuberculosis HTS	tuberculosis growth	influenza NS1A	PhoP GFP inhibition	VEEV TC-83 Vero	others
N/C(=N\OC(=O)Nc1ccccc1)c1cccc(C(F)(F)F)c1	42%	3%	1%	-3%	1.5%
CC(Oc1ccc(Br)cc1)C(=O)Nc1ccc(S(=O)(=O)Nc2nccs2)cc1 (centres undefined)	-7%	54%	-12%	7%	6.0%

Next section.
SMILES	M. tuberculosis HTS	tuberculosis growth	influenza NS1A	PhoP GFP inhibition	VEEV TC-83 Vero	others
COc1cc2c(cc1OC)C(c1cc3cc(OC)c(OC)cc3[nH]c1=O)N(C(=O)C1CC1)CC2 (centres undefined)	0%	-12%	0%	11%	0.1%	VEEV TC-83 Vero 10K pilot screen=2.6
COc1cc(/C=N/NC(=O)C(C)Nc2n[nH]c(=O)[nH]c2=O)ccc1O (centres undefined)	-3%	-10%	3%	-4%	i
COc1cccc(CNC(=O)C2CC(=O)N(c3ccc4c(c3)OCCO4)C2)c1 (centres undefined)	-11%	1%	5%	-1%	0.1%
O=C(CSc1n[nH]c(-c2cccs2)n1)NC1CCS(=O)(=O)C1 (centres undefined)	-9%	-1%	2%	-8%	1.9%
Cc1ccc(S(=O)(=O)N2CCOCC2)cc1NC(=O)CSc1n[nH]c(N)n1	1%	-4%	10%	-3%	2.1%
CC(NC(=O)c1cc(=O)[nH]c2ccccc12)c1ccccc1 (centres undefined)	-2%	-3%	-3%	9%	1.5%
O=C(NCCCN1CCCC1)c1cc2c(Cl)nc3ccccc3c2s1	9%	i	3%	-7%	3.3%
CC(Oc1cc2oc(=O)c3c(c2cc1Cl)CCCC3)C(=O)NCc1cccnc1 (centres undefined)	20%	0%	5%	12%	0.4%
COC(=O)C(C)n1cnc2c(nnn2Cc2ccc(Cl)cc2)c1=O (centres undefined)	-1%	18%	-3%	-8%	i
NNc1nc(-c2ccccc2Cl)c2cc(Br)ccc2n1	15%	-12%	-14%	8%	1.1%
Cc1ccc(S(=O)(=O)N2CCN(c3cnn(-c4ccccc4)c(=O)c3Cl)CC2)cc1	0%	6%	-2%	0%	i
CCOP(=O)(OCC)C(NC(=O)Cc1ccccc1)C(Cl)(Cl)Cl (centres undefined)	1%	6%	-10%	-3%	0.9%
CC(C)(C)C(=O)[C@@H]1[C@@H]2C(=O)N(c3ccc4c(c3)OCCO4)C(=O)[C@@H]2C2c3ccccc3C=CN21 (some centres undefined)	1%	28%	12%	3%	6.6%
Nc1cc[n+](CC(=O)c2ccccc2)cc1	0%	0%	2%	11%	i
CCc1ccc(C(=O)CSc2nc3ccccc3c(=O)[nH]2)cc1	-8%	27%	3%	7%	0.6%
COc1ccc(CNC(=O)N2CCN(c3ccccc3OC)CC2)cc1	-4%	x	5%	6%	1.2%
COC(=O)c1ccc(NC(=O)CCN2CCCCC2)cc1	2%&3%	8%&-13%	-3%&-6%	2%&7%	1.0%&0.6%
COc1cccc(NC(=O)CN(C)C(C)C(=O)Nc2ccc(S(=O)(=O)N3CCOCC3)cc2)c1 (centres undefined)	1%	12%	-4%	27%	0.8%
CCOc1ccc(NC(=O)CNC(=O)c2cccs2)cc1	5%	5%	-3%	4%	2.0%
COc1cc(C2C(C#N)=C(N)N(Nc3ccccc3)C3=C2C(=O)CC(C)(C)C3)ccc1OCc1cccc(F)c1 (centres undefined)	u	33%	-16%	-1%	5.5%
COc1ccc(N2CCN(C(=O)CSc3nnc4n3C(C)(C)Cc3ccccc3-4)CC2)cc1	-5%	6%	5%	-4%	2.4%
COc1c(C)cc(NC(=O)c2ccc3c(c2)NC(=O)CO3)cc1C	6%	-8%	0%	-3%	1.2%
Nc1nonc1-n1nnc(C(=O)N/N=C/c2cccc(Cl)c2)c1-c1ccc2c(c1)OCO2	8%	7%	5%	1%	2.6%
COc1cc(C(=O)NC(=S)Nc2ccccc2N2CCOCC2)cc(OC)c1OC	26%	41%	3%	-9%	7.2%
CSCCC(C(=O)OCC(=O)c1ccc(C)c(C)c1)N1C(=O)c2ccccc2C1=O (centres undefined)	1%	9%	-21%	-6%	4.8%
COc1ccc(N(C)S(=O)(=O)c2cccc(C(=O)Nc3ccc(OC)nc3)c2)cc1	-4%	19%	x	-4%	x
O=C(OCC(=O)c1c[nH]c2ccccc12)c1cncc(Br)c1	0%	75%	2%	x	3.7%
Cc1cc(-n2ccnc2)n2c(nc3ccccc32)c1C#N	-4%	0%	4%	4%	0.5%

Reprinted from the entries so far (19 entries):
SMILES	M. tuberculosis HTS	tuberculosis growth	influenza NS1A	PhoP GFP inhibition	VEEV TC-83 Vero	others
NNc1nc(-c2ccccc2Cl)c2cc(Br)ccc2n1	15%	-12%	-14%	8%	1.1%
Cc1ccc(S(=O)(=O)N2CCN(c3cnn(-c4ccccc4)c(=O)c3Cl)CC2)cc1	0%	6%	-2%	0%	i
CCOP(=O)(OCC)C(NC(=O)Cc1ccccc1)C(Cl)(Cl)Cl (centres undefined)	1%	6%	-10%	-3%	0.9%
CC(C)(C)C(=O)[C@@H]1[C@@H]2C(=O)N(c3ccc4c(c3)OCCO4)C(=O)[C@@H]2C2c3ccccc3C=CN21 (some centres undefined)	1%	28%	12%	3%	6.6%
Nc1cc[n+](CC(=O)c2ccccc2)cc1	0%	0%	2%	11%	i
CCc1ccc(C(=O)CSc2nc3ccccc3c(=O)[nH]2)cc1	-8%	27%	3%	7%	0.6%
COc1ccc(CNC(=O)N2CCN(c3ccccc3OC)CC2)cc1	-4%	x	5%	6%	1.2%
COC(=O)c1ccc(NC(=O)CCN2CCCCC2)cc1	2%&3%	8%&-13%	-3%&-6%	2%&7%	1.0%&0.6%
COc1cccc(NC(=O)CN(C)C(C)C(=O)Nc2ccc(S(=O)(=O)N3CCOCC3)cc2)c1 (centres undefined)	1%	12%	-4%	27%	0.8%
CCOc1ccc(NC(=O)CNC(=O)c2cccs2)cc1	5%	5%	-3%	4%	2.0%
COc1cc(C2C(C#N)=C(N)N(Nc3ccccc3)C3=C2C(=O)CC(C)(C)C3)ccc1OCc1cccc(F)c1 (centres undefined)	u	33%	-16%	-1%	5.5%
COc1ccc(N2CCN(C(=O)CSc3nnc4n3C(C)(C)Cc3ccccc3-4)CC2)cc1	-5%	6%	5%	-4%	2.4%
COc1c(C)cc(NC(=O)c2ccc3c(c2)NC(=O)CO3)cc1C	6%	-8%	0%	-3%	1.2%
Nc1nonc1-n1nnc(C(=O)N/N=C/c2cccc(Cl)c2)c1-c1ccc2c(c1)OCO2	8%	7%	5%	1%	2.6%
COc1cc(C(=O)NC(=S)Nc2ccccc2N2CCOCC2)cc(OC)c1OC	26%	41%	3%	-9%	7.2%
CSCCC(C(=O)OCC(=O)c1ccc(C)c(C)c1)N1C(=O)c2ccccc2C1=O (centres undefined)	1%	9%	-21%	-6%	4.8%
COc1ccc(N(C)S(=O)(=O)c2cccc(C(=O)Nc3ccc(OC)nc3)c2)cc1	-4%	19%	x	-4%	x
O=C(OCC(=O)c1c[nH]c2ccccc12)c1cncc(Br)c1	0%	75%	2%	x	3.7%
Cc1cc(-n2ccnc2)n2c(nc3ccccc32)c1C#N	-4%	0%	4%	4%	0.5%
